GPR55 beta-arrestin: GPR55 agonists via beta-arrestin recruitment, primary screen, imaging, U2OS cells, beta-arrestin-GFP redistribution (AID 1961). U2OS GPR55 beta-arrestin-GFP redistribution imaging; higher % means a stronger effect. one-dose activation, % at 10 µM; EC50 in µM for titrated hits. hit rate 0.048% among 290,000;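 active means activation above 40% with more than 50 cells counted in the well; inconclusive means wells holding fewer than 50 cells, flagged as toxic or sparse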;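 further: U2OS osteosarcoma cells stably expressing GPR55 and beta-arrestin-GFP; plate controls were DMSO negative control for no effect and LPI positive control for full effect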
HEK293 NOD2/NF-kB: inhibition of NOD2-driven NF-kB reporter – cell-based, luminescence, uHTS, HEK293 (AID 1566) | HEK293 NOD2/NF-kB luciferase reporter, luminescence; higher % means a stronger effect | one-dose inhibition, % at 4 µM; EC50 in µM for titrated hits | hit rate 0.63% among 290,000; further: many of its hits are not listed in these tables
GPR55 antagonists: inhibition of LPI-stimulated GPR55 beta-arrestin translocation – imaging, U2OS, beta-arrestin-GFP, LPI agonist, primary screen (AID 2013). U2OS GPR55 beta-arrestin-GFP translocation imaging, LPI antagonism; higher % means a stronger effect. one-dose inhibition, % at 10 µM; IC50 in µM for titrated hits. hit rate 0.13% among 290,000;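 active means spots per cell inhibited over 60%, with over 100 cells counted and total cytoplasm intensity under 500,000; inconclusive means wells with under 100 cells, flagged as likely toxic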;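 further: U2OS cells stably carrying GPR55 and arrestin-GFP stimulated by 5 µM LPI near EC80; imaged beta-arrestin-GFP aggregate spots per cell after agonist stimulation; plate controls were LPI-stimulated DMSO wells for no effect and DMSO wells without LPI for full effect; some results filed as inactive read as strong as hits; confirmed hits need IC50 under 10 µM and bright autofluorescent wells are also inconclusive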
KOR beta-arrestin-1: kappa opioid receptor activators – cell-based, luminescence, uHTS, primary screen (AID 1777); KOR beta-arrestin recruitment, luminescence; higher % means a stronger effect; one-dose activation, % at 10 µM; EC50 in µM for titrated hits; hit rate 0.02% among 280,000; in the data active means activation above about 50%, passing the limit was not always enough; further: a part of the inactive calls stands beside numbers as strong as those of hits
KOR beta-arrestin-2: kappa opioid receptor blockers – cell-based, luminescence, uHTS (AID 1778); one-dose inhibition, % at 10 µM; IC50 in µM for titrated hits; KOR beta-arrestin recruitment, luminescence, antagonist mode; higher % means a stronger effect; hit rate 0.091% among 290,000; further: strong numbers were not always called active
Myeloid diff MLP: compounds promoting myeloid differentiation; ER-HoxA9 myeloid progenitors, lysozyme-GFP differentiation, flow cytometry; AID 624256; calls only at 10 µM; hit rate 1% among 360,000;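 active means normalized GFP-positive differentiation at or above the plate's own cutoff, the solvent-only control mean plus 3 SD; inconclusive means no clear call, values can overlap the other calls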;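 further: cells exposed to compound for four days before flow analysis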
NTR1 agonist: agonists of NTR1, primary screen, imaging, U2OS cells, beta-arrestin-GFP, high content (AID 493036). hit rate 0.17% among 330,000. P30989. NTR1-U2OS beta-arrestin-GFP spot imaging, agonist mode. activation, % at 20 µM;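 active means activation at or above 40% of the spot to cytoplasm intensity ratio, with at least 20 cells analyzed; inconclusive means wells under 20 cells, flagged as cytotoxic or low count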;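 further: 0% = DMSO without peptide and 100% = 100 nM NTR1 peptide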
Target sequence (P30989 whole entry, looked up): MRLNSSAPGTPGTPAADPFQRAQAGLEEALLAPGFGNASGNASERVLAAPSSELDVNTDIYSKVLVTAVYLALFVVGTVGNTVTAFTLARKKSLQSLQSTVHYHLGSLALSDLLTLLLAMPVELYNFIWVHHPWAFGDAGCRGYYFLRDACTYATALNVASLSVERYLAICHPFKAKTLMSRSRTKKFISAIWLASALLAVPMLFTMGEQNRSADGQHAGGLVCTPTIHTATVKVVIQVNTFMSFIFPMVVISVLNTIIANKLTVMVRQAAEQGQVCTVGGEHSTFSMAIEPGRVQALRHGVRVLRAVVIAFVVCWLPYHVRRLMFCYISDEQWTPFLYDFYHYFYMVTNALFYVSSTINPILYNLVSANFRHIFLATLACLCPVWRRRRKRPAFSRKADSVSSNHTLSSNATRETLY
T cell modulator: T cell immune modulation candidate; AID 2052; calls only at 7 µM; hit rate 0.068% among 330,000; 2C CD8+ T cell-vesicle binding, flow cytometry; hits give low values;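 active means response, share of CD8 T cells binding vesicles, and their 90th percentile fluorescence all below set limits, cut at about 80% in these data, passing the limit was not always enough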
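Assay system – 2C mouse CD8+ T cells · Also added – QL9-loaded Drosophila micro-vesicles · Timing – Cell–vesicle co-incubation 1.5 h at 37 °C, staining 20 min on ice · Signal – flow cytometry of vesicle-bound cells · Measure – percent CD8+ FL2 mean versus row control · Controls – Peptide-free naked vesicles (low) and QL9 vesicles with 0.7% DMSO vehicle (high)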
NOD1 inhibition: NOD1 signaling inhibitors, primary screen, cell-based, luminescence, uHTS (AID 1578) | NOD1-driven NF-kB luciferase reporter cells, luminescence; higher % means a stronger effect | one-dose inhibition, % at 4 µM; EC50 in µM for titrated hits | hit rate 1% among 290,000; in the data active means inhibition mostly above about 36%, no sharp cut-off; inactive means mostly below about 34%;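 further: HEK-293T reporter cells stimulated with the NOD1 agonist gamma-tri-DAP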
T cell modulator vesicle-bound %: recorded beside T cell modulator, whose call it bears; double positive events, %; measured here: CD8+ vesicle-bound cell fraction;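 binding gate set so that unloaded-vesicle control wells show 10% double positive cells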
NTR1 agonist cell count 20 µM: also measured in NTR1 agonist; calls as there; cell count; measured here: cell count, cytotoxicity flag
Myeloid diff MLP GFP+ MAC1+ %: also measured in Myeloid diff MLP; calls as there; GFP+ MAC1+ double positive, %; measured here: differentiation confirmed by MAC1 staining
* marks the source's active call; other numbers are inactive results; i = inactive; ? = inconclusive; nt = not tested or not shown; [ ] = dose if it differs, or a comment. Unless noted, no stated cut-off is given here; in the data, active means inhibition above about 50%; inactive means the rest.

Structure	GPR55 beta-arrestin	HEK293 NOD2/NF-kB	GPR55 antagonists	KOR beta-arrestin-1	KOR beta-arrestin-2	Myeloid diff MLP	Myeloid diff MLP GFP+ MAC1+ %	NTR1 agonist	NTR1 agonist cell count 20 µM	T cell modulator	T cell modulator vesicle-bound %	NOD1 inhibition
CCOCCCNCc1ccc(OCc2ccccc2C)c(OC)c1	0.2%	1%	11%	-0.1%	8%	i	0.9	0.7	59	i	35	-30%
COc1cccc(C(=O)c2ncc(C(F)(F)F)cc2Cl)c1	-0.4%	-4%	10%	-4.3%	2%	i	0.1	-0.2	39	i	34	-18%
Cc1cccc(-n2c(C)cc(C=C3C(=O)c4ccccc4C3=O)c2C)c1	-0.1%	57%*	5%	-2.0%	4%	i	4.2	5.2	49	i	36	4%
CCc1cccc(NC(=S)N(CCCN2CCOCC2)C(C)c2cc3cccc(OC)c3o2)c1 (configuration not stated)	0.6%	4%	13%	0.1%	-6%	i	0.6	0.4	58	i	21	7%
Cc1c(Nc2nc3ccccc3nc2NS(=O)(=O)c2ccccc2)c(=O)n(-c2ccccc2)n1C	0.1%	6%	12%	-4.1%	-8%	i	1.9	-0.3	38	i	0	15%
COC(=O)C1CSC(C(=O)OC)N1C(=O)Nc1ccc(Cl)cc1 (configuration not stated)	-0.1%	12%	15%	0.2%	-40%	i	0.8	0.0	61	i	7	12%
NC1=NC[C@H](Cc2ccccc2)N1CCc1cccc(F)c1	-0.1%	3%	4%	-1.1%	26%	i	2.3	-2.3	88	i	40	0%
CCOC(=O)C1=C2SCCN2C(=O)C(C#N)C1(C)C (configuration not stated)	0.3%	8%	-1%	3.2%	-4%	i	0.3	-1.7	43	i	37	11%
O=c1c(NCCc2ccccc2)c(-c2ccccc2)c1=O	-0.1%	10%	-6%	2.3%	-36%	i	0.4	0.9	90	i	30	11%
CCCCOc1ccc(C(NC(=O)OCC)NC(=O)OCC)cc1	0.0%	0%	2%	7.1%	-4%	i	0.6	0.9	58	i	45	-29%
COc1cccc(C(=O)Nc2cc(Cl)c(O)c(Cl)c2)c1	-0.2%	6%	11%	-2.8%	-1%	i	0.4	-0.3	56	i	36	-2%
O=C(O)C[C@@H](O)C(=O)O	0.5%	5%	-3%	-1.9%	-6%	i	2.1	0.0	48	i	20	-38%
COc1ccccc1OCCCC(=O)Nc1nccs1	0.3%	-67%	2%	6.4%	-19%	i	0.5	0.7	53	i	60	-49%
COc1ccccc1CN1CC(C(=O)NCc2cnn(C)c2)CCC1=O (configuration not stated)	-0.1%	-18%	6%	3.4%	1%	i	1.6	-0.6	48	i	49	-3%
O=C(NCCN1CCCCC1)c1cc(COc2c(F)cccc2F)on1	-0.1%	22%	-24%	8.8%	-35%	i	1.6	-0.7	60	i	18	11%
Cc1ccc(C(=O)N/C(=C\c2cccs2)C(=O)NCCCn2ccnc2)cc1C	0.2%	6%	25%	1.7%	-11%	i	0.9	0.5	40	i	33	nt
COCC(=O)Nc1ccc2nc3n(c(=O)c2c1)CCCCC3	0.3%	-10%	6%	1.9%	nt	i	0.8	-1.4	47	i	26	-11%
O=C(Nc1ccc(F)cc1)c1sccc1SCc1cccc(C(F)(F)F)c1	-0.3%	5%	10%	3.0%	-20%	i	4.3	3.0	64	i	21	-12%
COC(=O)CSc1nc2c(c(-c3ccc(C)o3)c1C#N)CCCC2	0.2%	12%	-1%	2.7%	7%	i	6.3	21	49	i	20	1%
CCOc1ccccc1CNC(=O)c1cc2oc3ccccc3c2n1CC	-0.2%	13%	0%	-5.5%	3%	i	1.1	0.8	86	i	9	-7%
COc1ccc(-c2cc(C(=O)Nc3sc4c(c3C#N)CCCC4)c3ccccc3n2)cc1	-0.4%	12%	3%	-0.8%	-11%	i	0.9	nt	nt	i	22	-7%
Cc1cccc(Oc2sc(C(=O)c3ccccc3)c(N)c2C#N)c1C	0.2%	-9%	31%	4.0%	-34%	i	0.7	18	66	i	59	28%
CCOc1ccc2nc(NC(=O)CSc3nc4cccnc4n3C)sc2c1	-2.0%	-16%	17%	1.5%	25%	i	0.3	1.6	97	i	53	-1%
CCS(=O)(=O)N1CCCC(C(=O)NC2CCCCC2C)C1 (configuration not stated)	0.3%	10%	-3%	8.3%	-2%	i	0.7	0.1	40	i	55	2%
O=C(Cc1ccccc1)NCc1cccnc1	0.1%	-13%	7%	-2.8%	6%	i	0.1	-0.2	52	i	30	-17%
COc1ccc(C(=O)CSc2n[nH]c(-c3ccncc3)n2)cc1[N+](=O)[O-]	0.3%	0%	6%	1.6%	-19%	i	0.4	0.6	46	i	41	-21%
CNc1nnc(-c2ccc(N(C)C)cc2)s1	-0.1%	-79%	1%	2.3%	10%	i	5.6	-0.5	53	i	39	-37%
CN1CCc2c(c3c(n2C)CCN(C)C3c2ccc(F)cc2)C1c1ccc(F)cc1 (configuration not stated)	-0.1%	17%	6%	-1.5%	-6%	i	7.1	1.0	81	i	9	22%
CC1(C)CC(=S)Nc2ccccc2S1	0.2%	8%	10%	-6.8%	-18%	i	0.5	0.8	83	i	22	-14%
CCc1sc(NS(C)(=O)=O)nc1-c1ccccc1	-0.1%	-6%	-6%	0.9%	-18%	i	3.8	-0.9	75	i	51	-4%
Cc1cccc(NC(=O)NNC(=O)c2cc(-c3ccccc3Cl)nc3ccccc23)c1	0.0%	23%	14%	-0.6%	-11%	i	0.7	2.7	33	i	22	11%
CC(C)=C1C2CCC1C1C(=O)N(c3ccc(C)c(C)c3)C(=O)C21 (configuration not stated)	-0.1%	8%	-14%	6.5%	1%	i	0.7	2.8	49	i	20	-26%
CCOc1ccc(N(CC(=O)NC2CCCCC2)C(=O)CNC(=O)c2cccs2)cc1	-0.2%	2%	-13%	-2.9%	11%	i	4.1	2.0	50	i	52	-48%
Cc1ccc(CN(C(=O)c2ccc([N+](=O)[O-])cc2)C2CCS(=O)(=O)C2)o1 (configuration not stated)	0.2%	2%	3%	0.5%	-43%	i	0.5	-0.4	55	i	31	-50%
COc1ccc(N=C2S/C(=C\c3ccc(C)s3)C(=O)N2CC(C)C)cc1	0.2%	9%	5%	-1.0%	-3%	i	0.5	3.9	49	i	37	18%
Cc1cc2c(cc1S(=O)(=O)N1CCN(c3ccccc3)CC1)OCC(=O)N2	0.7%	6%	7%	4.3%	-8%[20 µM]	i	4.6	1.9	78	i	18	2%
Cc1ccc(-c2cnc(SCC(=O)N3CCCc4ccccc43)n2C)cc1	-0.1%	14%	13%	0.5%	8%	i	2.2	0.2	48	i	32	-6%
O=C(NCc1ccco1)C(c1cccnc1)N(C(=O)Cn1nnc2ccccc21)c1ccc(F)cc1 (configuration not stated)	0.6%	17%	5%	-3.1%	25%	i	0.5	-1.4	51	i	42	1%
Nc1cc(N2CCCCCC2)c2nonc2c1[N+](=O)[O-]	0.0%	17%	5%	-0.1%	-2%	i	0.6	-1.4	78	i	32	-15%
CCC(=O)Nc1ccc(-c2nnc(SCc3ccc(C(=O)Nc4nccs4)cc3)n2CC)cc1	0.0%	0%	1%	-1.8%	-7%	i	1.0	0.5	36	i	34	17%
Cc1cc(N2C(=O)C(O)=C(C(=O)c3ccc(C)o3)C2c2ccc(OCc3ccccc3)cc2)no1 (configuration not stated)	-0.1%	-12%	5%	-2.9%	43%	i	2.3	-0.5	59	i	24	-25%
Cc1c(=O)n(OCc2ccccc2)c2ccccc2[n+]1[O-]	0.3%	7%	-13%	-2.3%	8%	i	1.1	-1.3	68	i	42	-3%
Cn1ncc(Cl)c1C(=O)Nc1ccc(CN2CCCCC2)cc1	-0.1%	-7%	8%	4.5%	3%	?	nt	1.3	58	i	17	-24%
COc1ccc(/C=N/NC(=O)C(C)n2cnc3ccccc3c2=O)cc1OC (configuration not stated)	0.1%	7%	7%	-4.9%	31%	i	1.7	-1.7	80	i	5	0%
Cn1ccsc1=NC(=O)c1ccc(OC(F)(F)F)cc1	-0.2%	-38%	6%	-2.8%	4%	i	2.6	-1.0	42	i	6	5%
COc1cc(OC)cc(C(=O)NCc2ccc3c(c2)OCO3)c1	-0.1%	1%	4%	-2.2%	-16%	i	0.7	0.4	58	i	19	0%
Cc1ccc(C(CC(=O)O)Nc2nc(N3CCCCC3)nc(N3CCCCC3)n2)cc1 (configuration not stated)	-0.2%	26%	18%	3.2%	-9%	i	0.7	-0.1	39	i	2	10%
CCCOC(=O)CCn1c(=S)oc2ccccc21	-0.2%	1%	3%	-6.2%	-21%	i	0.5	0.7	87	i	40	-24%
COc1ccc([C@@H]2[C@H]3CN(C(C)=O)CC=C3C(C#N)=C(N)C2(C#N)C#N)c2ccccc12	-0.2%	16%	6%	-1.0%	11%	i	0.6	nt	nt	nt	nt	38%
CCn1cc(C(=O)NCCCOC(C)C)c(=O)c2cc(S(=O)(=O)N3CCOCC3)ccc21	-0.2%	20%	2%	3.7%	-3%	i	2.1	-0.6	50	i	23	-10%
CSc1ccc(/C=N/N2CCN(C)CC2)cc1	-0.3%	-55%	0%	-3.4%	-30%	i	0.5	-0.3	45	i	32	-37%
COc1ccc(OC)c(C2c3[nH]c4ccccc4c3C[C@H]3C(=O)N(C4CC4)CC(=O)N23)c1 (some centres not stated)	0.0%	-12%	10%	3.7%	-24%	i	0.7	0.3	83	i	49	-1%
Cc1ccccc1Cn1c(CN2CCN(C(=O)c3ccco3)CC2)nc2c1c(=O)n(C)c(=O)n2C	0.3%	5%	11%	-4.2%	0%	i	1.8	2.2	50	i	42	-4%

This is a subset; count on the stated rates, not on these rows.
